Assay outcomes (PubChem BioAssay)
CHOP inhibitor – CHOP inhibition in unfolded protein response | inhibition, % at 10 µM | hit rate 3.8% among 220,000 | CHO-K1 CHOP-promoter luciferase, tunicamycin-induced, 15-18 h | AID 2732;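 active = compounds that reduced the stress-induced luciferase reporter signal by more than about 70% of percent inhibition, limit read from the data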;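 also: 0% = tunicamycin plus vehicle and 100% = wells without tunicamycin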
NPY-Y1 PAM-ag – potentiates or activates human NPY-Y1 receptor; P25929; NPY-Y1 expressing cells, potentiator/agonist activation; activation, % at 3.6 µM; hit rate 0.37% among 220,000; AID 1304; in the data active = activation above about 33%, passing the limit was not always enough;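 also: cells stimulated with NPY at EC10 then isoproterenol at EC100; 0% = low agonist plus stimulus and 100% = saturating agonist plus stimulus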
Target sequence (P25929 whole entry, looked up): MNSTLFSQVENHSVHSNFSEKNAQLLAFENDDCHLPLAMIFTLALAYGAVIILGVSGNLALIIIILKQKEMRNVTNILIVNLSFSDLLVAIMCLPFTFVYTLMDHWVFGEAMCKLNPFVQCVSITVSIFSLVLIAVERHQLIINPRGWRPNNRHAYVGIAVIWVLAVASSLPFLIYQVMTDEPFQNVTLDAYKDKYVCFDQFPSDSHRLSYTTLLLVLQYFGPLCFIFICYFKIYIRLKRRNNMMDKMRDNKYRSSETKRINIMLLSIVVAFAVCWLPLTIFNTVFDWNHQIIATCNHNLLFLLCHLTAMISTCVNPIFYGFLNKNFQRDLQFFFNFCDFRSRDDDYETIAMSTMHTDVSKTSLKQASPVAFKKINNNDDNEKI
S1P4 antag – human S1P4 receptor antagonism; inhibition, % at 4.98 µM; hit rate 0.26% among 220,000; S1P4-expressing cells, antagonist mode, reporter read-out; in the data active = inhibition above about 29%;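 also: 0% = wells stimulated with agonist and 100% = vehicle wells without agonist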
NPY2 pot ag – potentiates or activates human NPY-Y2 receptor; hit rate 0.45% among 220,000; P49146; AID 1359; activation, % at 3.6 µM; cells expressing NPY-Y2, potentiator/agonist read-out; in the data active = activation above about 27%;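 also: cells stimulated with NPY near EC25 plus isoproterenol at EC100; 0% = vehicle plus submaximal agonist and 100% = vehicle plus saturating agonist; some results beyond the cut were filed as inactive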
BaF3 tox – counter-screen for JAK2V617F inhibitors: parental Ba/F3 viability inhibitors | CellTiter-Glo ATP luminescence | inhibition, % at 5.6 µM | hit rate 1.1% among 220,000 | AID 1486;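 active = inhibition above a per-campaign cutoff, the mean inhibition of all tested compounds plus 3 SD, cut at about 27% in these data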;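 also: 0% = DMSO wells and 100% = JAK Inhibitor I control wells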
NPY-Y1 antag – antagonists of human neuropeptide Y receptor Y1; P25929; HEK293-CNG Y1 cells, membrane potential fluorescence; NPY at EC95, then isoproterenol; inhibition, % at 3.6 µM; hit rate 1% among 200,000; AID 1040;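 active = inhibition above the campaign mean inhibition of all tested compounds plus 3 SD, cut at about 20% in these data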;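 also: 0% = DMSO wells given NPY plus isoproterenol and 100% = isoproterenol alone without NPY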
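Test system – HEK293 Y1/CNG channel cell line · Also added – NPY agonist 25 nM, then isoproterenol 1 µM plus Ro 20-1724 25 µM · Compound dosing – one concentration, 3.6 µM, in 0.4% DMSO · Schedule – compound incubation 1 h at room temperature, readout 45 min post-stimulation · Technique – fluorescence, membrane potential probe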
S1P4 agonist – human S1P4 receptor agonism; O95977; S1P4-expressing cell line, agonist reporter assay; activation, % at 4.98 µM; hit rate 0.35% among 220,000; in the data active = activation above about 11%;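 also: 0% = DMSO vehicle and 100% = reference agonist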
NCF1 inh – p47phox (human) inhibition; P14598; p47phox/p22phox peptide binding, fluorescence polarization, 2 h; inhibition, % at 24.7 µM; hit rate 0.53% among 220,000;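 active = inhibition above about 30%, limit read from the data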;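 also: 0% = p47phox with labelled peptide and 100% = labelled peptide alone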
Target sequence (P14598 whole entry, looked up): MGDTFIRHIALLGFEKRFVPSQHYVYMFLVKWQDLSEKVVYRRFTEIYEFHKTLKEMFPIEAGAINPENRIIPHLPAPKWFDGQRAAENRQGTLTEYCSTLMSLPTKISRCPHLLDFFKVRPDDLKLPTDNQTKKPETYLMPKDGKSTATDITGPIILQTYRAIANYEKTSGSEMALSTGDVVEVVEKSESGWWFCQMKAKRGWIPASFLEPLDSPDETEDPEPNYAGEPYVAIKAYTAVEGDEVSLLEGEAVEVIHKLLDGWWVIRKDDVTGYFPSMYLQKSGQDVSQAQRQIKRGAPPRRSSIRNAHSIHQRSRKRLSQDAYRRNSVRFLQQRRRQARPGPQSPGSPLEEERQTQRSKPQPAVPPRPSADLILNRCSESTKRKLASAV
Ba/F3 V617F tox – loss of viability in JAK2V617F-driven Ba/F3 cells | Ba/F3 EpoR-JAK2V617F viability, ATP luminescence | inhibition, % at 5.6 µM | hit rate 1.1% among 220,000 | AID 1446;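 active = inhibition above the campaign mean plus 3 SD over all tested compounds, cut at about 24% in these data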;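 also: cytokine-independent growth of Ba/F3 cells driven by EpoR plus mutant JAK2; 0% = DMSO-treated cells and 100% = JAK inhibitor I control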
Numbers without * were called inactive; nt = no result given.

SMILES	CHOP inhibitor	NPY-Y1 PAM-ag	S1P4 antag	NPY2 pot ag	BaF3 tox	NPY-Y1 antag	S1P4 agonist	NCF1 inh	Ba/F3 V617F tox
COc1cccc(NC(=O)COC(=O)c2cc(S(=O)(=O)N3CCOCC3)ccc2C)c1	-15	-9	0	-1	6	4	-1.9	-3	2
CCN1C(=O)C(O)(CC(=O)/C=C/C=C/c2ccccc2)c2ccccc21 (stereo not given)	-15	-13	2	0	6	8	0.5	-16	2
O=c1c2cccnc2[nH]c(=S)n1CCCN1CCN(c2ccc(F)cc2)CC1	57	-4	-4	4	3	-1	-2.0	-12	-1
O=C(NCc1ccccn1)C1CCCCC1	-2	2	-10	3	1	-1	-2.2	1	-3
CCOC(=O)c1c(C)n(C)c2ccc(OC)c(NS(=O)(=O)CC)c12	0	6	-17	-14	8	-3	1.3	-2	-5
COc1ccc(C(=O)Nn2c(SCC(=O)NC3CCCCC3)nc3ccccc3c2=O)cc1	31	-13	-2	3	6	11	-1.0	-8	-1
CCSc1nnc(N(CCC(=O)O)CCC(=O)O)s1	7	-9	14	-27	5	-2	-4.1	-4	4
CCOc1ccc(NC(=O)CSc2nc(C3CC3)nc3ccccc23)cc1	96*	-3	-8	-5	6	0	1.6	2	-2
COc1cc2[nH]c(=O)n(CCCCCC(=O)NCCCN3CCC(C)CC3)c(=O)c2cc1OC	-10	3	-9	6	5	1	1.5	-2	3
C/C=C/CSc1nc2c(c(=O)[nH]c(=O)n2C)n1Cc1ccc(C)cc1	86*	-38	-9	-7	2	6	-0.1	-4	-2
Nc1ccccc1OCCOCCOc1ccccc1N	-15	-8	5	10	3	-2	0.7	-3	-5
N/C(Cc1ccc(Cl)cc1)=N\OC(=O)Cc1ccc([N+](=O)[O-])cc1	2	-27	-16	-15	3	4	1.3	-6	3
Cc1nn(C)cc1CN(C)C(=O)c1cc(COc2ccc(F)cc2F)on1	6	-15	-7	1	-1	0	-0.4	-3	-4
O=C(Nc1cccc(NC(=O)c2cccs2)c1)c1ccco1	38	-15	-13	22	5	3	3.8	12	-3
CCCCc1ccc(NC(=S)N2CCN(c3ncccn3)CC2)cc1	36	28	9	-9	2	-6	1.0	-7	-2
CN1CCN(S(=O)(=O)Cc2ccc(Cl)cc2)CC1	-14	13	12	-5	2	nt	0.1	-2	5
Clc1ccc(OCc2nc(-c3ccncc3)no2)cc1	-8	9	3	-4	6	7	1.0	-1	-1
Cc1cc(C(=O)NCc2cccs2)no1	-21	-13	-7	1	4	-1	-4.2	-8	-1
CCCCC(c1nnnn1Cc1ccco1)N1CCN(C(=O)c2ccco2)CC1 (stereo not given)	11	-3	-9	-7	1	2	0.7	-7	3
CC(=O)N(C)C(c1ccc(N(C)C)cc1)c1nnnn1-c1c(C)cccc1C (stereo not given)	-16	-11	-11	0	3	24*	1.1	-10	-1
Fc1ccc(C(c2nnnn2Cc2ccco2)N2CCN(C3CCCCC3)CC2)cc1 (stereo not given)	7	-24	7	-4	0	29*	0.5	-1	-1
Cn1nnnc1NCc1ccc(Cl)c(Cl)c1	17	4	4	10	3	-2	0.1	-3	0
CCOC(=O)c1ccc(Oc2c(C)oc3c(CN4CCN(C)CC4)c(O)ccc3c2=O)cc1	11	13	-36	16	-2	0	-1.1	-8	-3
Cc1ccc(OCCSc2nc(NC(C)C)nc(NC(C)C)n2)cc1	54	5	8	11	2	4	0.7	3	3
O=C(C[n+]1cccc(CNC(=O)c2ccc(OC(F)F)cc2)c1)Nc1cc(C(F)(F)F)ccc1Cl	11	-7	20	-11	7	-2	0.6	-28	4
O=C1Nc2cc(C(=O)N3CCN(Cc4ccccc4)CC3)ccc2SC1N1CCOCC1 (stereo not given)	8	9	-4	-2	0	-7	1.1	-19	-3
CCCCC(=O)OCc1cn(-c2ccc(Cl)cc2)nn1	29	-21	6	-5	3	4	-0.7	-13	-5
CC(C)C(=O)Nc1cccc(C(=O)Nc2nnc(C(C)(C)C)s2)c1	-17	25	-8	15	2	3	-0.8	11	-3
O=S(=O)(c1ccc(OCC(O)CN2CCN(c3ccccc3Cl)CC2)cc1)N1CCOCC1 (stereo not given)	-30	2	-5	-2	7	7	0.7	-4	1
O=C(OCn1nnc2ccccc2c1=O)c1ccco1	32	-6	-2	-16	4	-1	0.9	-7	0
Cc1ccc(S(=O)(=O)NCCc2nnc3ccc(SCc4cccnc4)nn23)cc1	1	2	-15	-6	6	2	2.2	-10	1
Cc1ccc(S(=O)(=O)N2CCOCC2)cc1C(=O)NC(=S)N(Cc1ccccc1)C(C)C	-37	3	-13	-1	9	1	0.5	-6	5
O=C(CN1CCCCC1)Nc1cc(Cl)ccc1Oc1ccccc1	52	-20	-16	-11	8	6	0.8	-2	3
CCCc1nc2oc3c(=O)[nH]cnc3c2c2c1CCCC2	-29	-19	13	8	5	0	3.3	-14	1
CN(C(=O)COc1cc(=O)n(C)c2ccccc12)c1ccc(Cl)cc1	38	2	-7	0	4	2	-3.7	-9	3
CC(=O)C1=C(C)NC(SCC(=O)c2ccc(Cl)cc2)=C(C#N)C1c1ccco1 (stereo not given)	16	-6	6	4	-2	-3	1.6	-24	-2
CN(C)c1ccc(-n2cccc2/C=C/[N+](=O)[O-])cc1	92*	-3	21	11	2	16	1.5	-5	-3
c1cncc(-c2nc(NCc3ccc4c(c3)OCO4)c3ccccc3n2)c1	34	1	-5	1	-5	nt	0.2	-18	-2
O=C1c2ccccc2C(Nc2ccc(-c3nc4ccccc4[nH]3)cc2)N1Cc1ccco1 (stereo not given)	37	32	-7	3	7	-3	-0.4	-31	1
CN(Cc1ccccc1)c1nc2c(c(=O)[nH]c(=O)n2C)n1CCCSc1ncccn1	-6	-6	-2	-10	6	2	-1.2	-3	11
Cc1ccc(C(=O)Nc2cnc3sc(C)nn3c2=O)cc1	-18	-27	5	4	-3	1	2.3	15	-5
Cc1cc(C)c2cc(CN(CCO)Cc3nnnn3Cc3ccc(F)cc3)c(=O)[nH]c2c1	36	-1	11	17	2	-2	-1.3	-10	0
CCN(CC)C(=O)CSc1nnc(-c2cccs2)n1Cc1ccco1	21	-13	6	-13	4	3	-1.9	3	2
COc1c(C)cc(C(=O)C2CCCN(C(=O)c3ccc4cc[nH]c4c3)C2)cc1C (stereo not given)	20	-2	-1	-10	6	8	0.4	-2	3
CCOC(=O)c1c(-c2ccccc2)oc2ccc(OCC)cc12	-2	-15	9	-14	4	-6	-0.6	-12	-3

3 entries already listed, arranged by heavy-atom count, lowest first:
SMILES	CHOP inhibitor	NPY-Y1 PAM-ag	S1P4 antag	NPY2 pot ag	BaF3 tox	NPY-Y1 antag	S1P4 agonist	NCF1 inh	Ba/F3 V617F tox
CN(C(=O)COc1cc(=O)n(C)c2ccccc12)c1ccc(Cl)cc1	38	2	-7	0	4	2	-3.7	-9	3
c1cncc(-c2nc(NCc3ccc4c(c3)OCO4)c3ccccc3n2)c1	34	1	-5	1	-5	nt	0.2	-18	-2
O=C1c2ccccc2C(Nc2ccc(-c3nc4ccccc4[nH]3)cc2)N1Cc1ccco1 (stereo not given)	37	32	-7	3	7	-3	-0.4	-31	1

New compounds follow:
SMILES	CHOP inhibitor	NPY-Y1 PAM-ag	S1P4 antag	NPY2 pot ag	BaF3 tox	NPY-Y1 antag	S1P4 agonist	NCF1 inh	Ba/F3 V617F tox
Cc1ccnc(N/N=C/c2ccco2)n1	8	1	-3	-5	4	8	-1.2	3	0
COc1ccc(CCNC(=O)C2CC(=O)N(C3CCCCCCC3)C2)cc1OC (stereo not given)	12	5	-17	-6	7	1	-0.7	-14	-2
COCCn1c(SCc2nc(N)nc(Nc3ccccc3C)n2)nc2ccccc2c1=O	39	11	0	-17	6	0	-2.0	1	4
O=C(NN=C1CCN(Cc2ccccc2)CC1)c1ccccc1O	-6	-8	1	0	6	-3	0.1	nt	3
O=C(CSc1nnc(Cn2nnc(-c3ccccc3)n2)n1-c1ccccc1)Nc1ccc(F)cc1	46	-16	-23	-13	2	-5	0.7	-9	1
Cc1nc(NC(=O)C(Cl)Cl)sc1C(=O)N(C)C	1	-11	-7	5	1	2	-0.6	3	-5
O=C(c1ccccc1)N1CCN(c2n[nH]c(=O)[nH]c2=O)CC1	4	45*	-1	9	7	6	2.6	2	0
CCc1c(C)sc(NC(=O)Cn2nc(C)c([N+](=O)[O-])c2C)c1C(N)=O	-17	0	-14	4	-4	-2	-0.8	0	-1
CCOc1cc(-c2noc(N)c2C(=O)OC)cc(OCC)c1OCC	33	-30	7	-7	1	22*	-1.2	-8	-3
CN(C)c1ccc(NC(=O)CCCc2ccccc2)cc1	19	-10	-16	3	5	5	-0.9	-3	-1
CCOC(=O)/C=C(\C)Sc1cc(=O)oc2ccccc12	31	-11	16	0	6	-8	0.0	-4	4
N#CC(CO)(Cc1ccc(OC(F)F)cc1)c1nc2ccccc2[nH]1 (stereo not given)	6	-9	-14	-2	1	-4	0.3	-11	-4
CCCn1c(=S)[nH]c2cc(C(=O)N3CCN(c4ccccc4OC)CC3)ccc2c1=O	25	-17	-1	1	1	10	0.9	-1	-4
CS/C(=N\S(=O)(=O)c1cccs1)Nc1ccc(F)c(Cl)c1	18	-17	-10	-12	5	3	4.6	-19	-2
CCn1nc(C(=O)N2CCc3ccccc3C2)c2ccccc2c1=O	30	-8	-3	-1	-3	15	0.4	-5	-2
CCSc1nc(N)c(C#N)c(-c2ccccc2Cl)c1C#N	25	9	-9	-11	5	-9	0.8	-7	-3
CCOC(=O)NC(NC(=O)OCC)C(=O)c1ccc(F)cc1	13	-16	-16	-3	5	9	2.0	6	0
O=C(Nc1cccnc1Cl)c1ccc(=O)oc1	7	-2	-14	8	0	nt	0.8	-42	4
O=C(CCc1nnc(-c2ccsc2)o1)N1CCCCC1CCn1ccnc1 (stereo not given)	-26	-6	-5	14	3	-2	0.6	-10	2
CCN(CC)C(C(=O)NC1CCCCC1)c1ccc(C)cc1 (stereo not given)	3	2	1	-3	3	10	-0.4	7	0
CC(C)Oc1cc(N)c(Cl)cc1Cl	-2	8	6	11	-4	-8	0.4	-6	-4
C=CCn1c(C)cc(C(=O)Cn2c(C(C)O)nc3ccccc32)c1C (stereo not given)	3	2	-8	-10	4	-1	-1.2	2	-2
Cc1nonc1-c1csc(N)n1	-7	5	-2	4	4	3	1.1	-3	-1
CN(C)C(=S)SCC(=O)Nc1ccc(Cl)cc1Cl	31	-1	-20	-10	7	0	-0.9	-10	3
CSc1ccc(Cl)c(C(=O)NCCOc2cc(C(C)C)ccc2C)c1	8	-27	-1	-17	6	18	1.1	-40	0
COC(=O)C1=NN(C(C)=O)C2(CC(=O)N(c3cccc(C)c3)C2=O)C1 (stereo not given)	25	-4	-12	14	8	-1	1.0	-9	0
COc1ccc2[nH]c(=O)c(CN(C(=O)NC3CCCCC3)C3CCCC3)cc2c1	10	-15	-19	-5	4	-5	2.2	1	1
Cc1cc(C(=O)N/N=C/c2cc(Br)ccc2OC(=O)c2ccccc2)n[nH]1	40	-4	4	11	2	0	-0.7	-20	4
COc1ccc(-n2nnnc2-c2cccnc2)cc1	-11	-3	-15	-10	4	-4	-0.7	-24	-1
CCc1nc(CN2CCN(Cc3ccc(F)c(F)c3)C(CCO)C2)c(C)[nH]1 (stereo not given)	29	-16	13	-7	6	0	1.2	-1	0
CCOc1ccc(CSC2=NCCN2)cc1[N+](=O)[O-]	20	-32	-19	-4	7	11	1.4	3	3
CCOCc1cnc(C)nc1NCC(=O)c1c(C)n(C)c2ccc(OC)cc12	-25	-15	-4	-16	0	-6	1.6	16	1
Cn1c(=O)[nH]c(=O)c2c1nc(OC(=O)c1ccccc1)n2CC(O)COc1ccccc1 (stereo not given)	26	-63	-16	-7	3	4	-1.2	-10	0

Hits appear at their usual frequency; overall some 7.1% were active at least once.
